# Rv3671c inh = inhibitors of M. tuberculosis serine protease Rv3671c; inhibition, % at 5.96 µM; 0.048% of 320,000 active; in the data active = inhibition above about 38%;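 note: extracellular domain of Rv3671c used as enzyme; 0% = enzyme with DMSO and 100% = no enzyme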
# 3CLpro inhibitor = SARS-CoV 3CLpro protease inhibition | P0C6X7 | recombinant SARS-CoV 3CLpro, quenched FRET peptide cleavage | inhibition, % at 6 µM | 0.14% of 290,000 active | AID 1706; in the data active = inhibition above about 12%
# TcdB inh = TcdB glycohydrolase inhibition; P18177; TcdB glycohydrolase enzymatic assay, plate reader; inhibition, % at 9.99 µM; 0.24% of 350,000 active; AID 652162; in the data active = inhibition above about 10%
# Target sequence (P18177 whole entry, looked up): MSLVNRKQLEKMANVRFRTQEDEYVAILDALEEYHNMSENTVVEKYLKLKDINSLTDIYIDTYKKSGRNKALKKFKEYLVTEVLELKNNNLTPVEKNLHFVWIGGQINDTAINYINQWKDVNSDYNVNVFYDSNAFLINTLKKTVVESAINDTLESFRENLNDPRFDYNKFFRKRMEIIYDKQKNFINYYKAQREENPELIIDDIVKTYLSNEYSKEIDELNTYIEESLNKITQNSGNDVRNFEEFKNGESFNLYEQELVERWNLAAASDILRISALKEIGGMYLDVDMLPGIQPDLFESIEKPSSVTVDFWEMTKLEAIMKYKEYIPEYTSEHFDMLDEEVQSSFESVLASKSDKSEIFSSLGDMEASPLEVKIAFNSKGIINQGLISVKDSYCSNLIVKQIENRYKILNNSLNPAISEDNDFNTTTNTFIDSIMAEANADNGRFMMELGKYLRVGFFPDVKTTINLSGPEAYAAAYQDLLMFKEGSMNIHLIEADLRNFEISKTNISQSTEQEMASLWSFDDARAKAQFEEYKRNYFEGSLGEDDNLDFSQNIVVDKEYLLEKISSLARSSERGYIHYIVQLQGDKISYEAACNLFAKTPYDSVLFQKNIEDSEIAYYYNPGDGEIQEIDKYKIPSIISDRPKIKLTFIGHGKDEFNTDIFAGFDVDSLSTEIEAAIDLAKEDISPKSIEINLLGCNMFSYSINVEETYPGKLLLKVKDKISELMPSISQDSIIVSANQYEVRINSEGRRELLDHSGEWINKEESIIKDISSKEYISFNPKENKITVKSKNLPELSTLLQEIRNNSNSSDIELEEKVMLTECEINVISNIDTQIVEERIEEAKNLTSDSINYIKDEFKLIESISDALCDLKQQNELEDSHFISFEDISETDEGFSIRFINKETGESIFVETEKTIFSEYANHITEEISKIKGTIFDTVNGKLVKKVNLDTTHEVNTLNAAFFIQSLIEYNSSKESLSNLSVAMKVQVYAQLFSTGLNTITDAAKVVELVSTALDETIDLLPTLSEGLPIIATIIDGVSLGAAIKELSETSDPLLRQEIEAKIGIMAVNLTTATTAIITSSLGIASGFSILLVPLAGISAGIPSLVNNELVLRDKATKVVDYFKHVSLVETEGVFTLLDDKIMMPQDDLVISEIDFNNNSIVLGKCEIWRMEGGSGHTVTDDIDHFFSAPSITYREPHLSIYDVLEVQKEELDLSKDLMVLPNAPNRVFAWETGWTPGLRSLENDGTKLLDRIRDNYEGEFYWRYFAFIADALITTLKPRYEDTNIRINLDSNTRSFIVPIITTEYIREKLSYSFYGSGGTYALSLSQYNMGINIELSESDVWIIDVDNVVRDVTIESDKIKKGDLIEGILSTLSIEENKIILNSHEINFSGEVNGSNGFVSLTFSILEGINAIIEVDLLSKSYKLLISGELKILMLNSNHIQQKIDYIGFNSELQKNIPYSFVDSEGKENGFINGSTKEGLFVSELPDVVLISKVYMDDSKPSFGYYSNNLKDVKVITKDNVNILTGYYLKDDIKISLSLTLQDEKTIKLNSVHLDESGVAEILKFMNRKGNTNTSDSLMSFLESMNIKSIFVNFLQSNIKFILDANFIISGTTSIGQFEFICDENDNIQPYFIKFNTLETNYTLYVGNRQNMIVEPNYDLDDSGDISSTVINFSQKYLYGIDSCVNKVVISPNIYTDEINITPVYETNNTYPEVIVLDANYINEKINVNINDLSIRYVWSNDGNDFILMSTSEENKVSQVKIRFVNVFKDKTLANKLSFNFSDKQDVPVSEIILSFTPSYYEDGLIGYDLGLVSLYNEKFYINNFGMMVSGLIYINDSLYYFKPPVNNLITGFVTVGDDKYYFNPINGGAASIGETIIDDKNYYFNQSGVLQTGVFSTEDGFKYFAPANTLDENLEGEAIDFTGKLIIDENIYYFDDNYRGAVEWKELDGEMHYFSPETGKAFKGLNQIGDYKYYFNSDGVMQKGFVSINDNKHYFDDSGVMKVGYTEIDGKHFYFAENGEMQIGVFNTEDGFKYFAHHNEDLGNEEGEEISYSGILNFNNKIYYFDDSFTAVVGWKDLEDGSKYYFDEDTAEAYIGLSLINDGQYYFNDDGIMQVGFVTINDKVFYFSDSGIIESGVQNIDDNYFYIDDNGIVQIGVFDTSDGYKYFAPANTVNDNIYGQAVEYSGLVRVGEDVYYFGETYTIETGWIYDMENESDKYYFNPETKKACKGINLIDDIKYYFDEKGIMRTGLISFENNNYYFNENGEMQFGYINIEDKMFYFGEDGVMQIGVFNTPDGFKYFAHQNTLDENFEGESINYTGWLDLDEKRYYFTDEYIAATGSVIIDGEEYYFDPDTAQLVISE
# Vc quorum ag = induces V. cholerae light production without autoinducers; activation, % at 18.7 µM; AID 588436; 0.16% of 350,000 active; V. cholerae BH1578 lux reporter, luminescence, 6 h; in the data active = activation mostly above about 9.7%, no sharp cut-off; note: not every result past the cut was called active; inactives centre near 0; reference of the scale not given here
# MazF activator = MazEF (E. coli) toxin RNase activation. P0AE70. activation, % at 20 µM. 0.32% of 350,000 active. FAM/BHQ RNA-DNA oligo cleavage fluorescence, 5 h; in the data active = activation above about 50%
# Y pestis TopoI = inhibitors of Yersinia pestis topoisomerase I | Y. pestis Topo-I cleavage product accumulation, plate reader | 0.064% of 360,000 active | AID 504884 | activity, % at 10 µM; in the data active = activity above about 50%, passing the limit was not always enough; note: inactives centre near 2
# VHR inh abs = blocks human VHR1 dual specificity phosphatase; P51452; recombinant VHR phosphatase, pNPP absorbance; inhibition, % at 13.3 µM; 0.52% of 290,000 active; AID 1654; in the data active = inhibition above about 50%; note: some compounds called inactive have numbers as strong as hits
# CCHF vOTU inh = CCHFV vOTU protease inhibition; inhibition, % at 11.5 µM; AID 651958; Pep-AMC fluorescence; 0.55% of 370,000 active; in the data active = inhibition above about 30%; note: 0% = vehicle wells with enzyme and 100% = no enzyme wells
# PrPC TRFRET = inhibitors of human cell surface prion protein PrPC; inhibition, % at 13.8 µM; 0.43% of 370,000 active; AID 720596; TR-FRET read-out; P04156; in the data active = inhibition above about 24%; note: 0% = median of the test wells and 100% = reference compound wells
# SSB-PriA inh = inhibitors of Klebsiella pneumoniae PriA binding to SSB C-terminal tail. AlphaScreen SSBct-PriA binding, biotinylated peptide. inhibition, % at 33 µM. 0.6% of 430,000 active. AID 1272365; in the data active = inhibition mostly above about 37%, no sharp cut-off; inactive = mostly below about 20%;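 note: plate controls were negative control peptide for no effect and reference peptide for full effect; strong numbers were not always called active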
# * = called active by the depositor; i = inactive; · = no result given; & = joins results of further samples. Some of the compounds tested, so the mix of outcomes need not match the whole.
SMILES,Rv3671c inh,3CLpro inhibitor,TcdB inh,Vc quorum ag,MazF activator,Y pestis TopoI,VHR inh abs,CCHF vOTU inh,PrPC TRFRET,SSB-PriA inh
CCCCn1c(SCC(=O)Nc2nnc(C)s2)nnc1-c1ccoc1C,-1,0,·,i,4,1,41,8,-9,-24
O=C1C2CC=CCC2C(=O)N1c1ccc(N2CCN(c3ccccn3)CC2)c([N+](=O)[O-])c1 (stereo unspecified),1,1,0.9,i,5,-1,16,-5,-2,-10
Cc1ccccc1NC(=O)COC(=O)CCc1ccccc1,5,-3,·,-0.2,3,0,5,7,7,-13
CC/C(Cc1ccccc1)=N\NC(=O)c1cc([N+](=O)[O-])cc([N+](=O)[O-])c1,-11,3,-5.1,-0.2,3,-8,22,13,-21,·
CC(C)(C)c1ccccc1NC(=O)c1cc(-c2ccncc2)nc2ccccc12,-4,·,1.3,i,8,5,·,5,-10,-7
CCOc1cc(C(=O)Nc2c(C)ccc3nsnc23)cc(OCC)c1OCC,4,-4,·,-0.3,5,-9,4,-10,-11,5
CC(=O)c1c(C)[nH]c(C(=O)OCC(=O)Nc2cccc(S(=O)(=O)N(C)C)c2)c1C,-3,0,1.8,-0.4,7,-1,22,-5,-2,1
Fc1ccccc1N1CCN(Cc2nc(-c3ccc(Cl)cc3Cl)no2)CC1,9,2,·,-2.0,-8,4,8,23,0,-5
CC1CN(C(=S)Nc2cccc(F)c2)CC(C)O1 (stereo unspecified),6,-4,0.3,-0.3,6,3,9,-6,9,4
O=C(Nc1ccccc1NC(=O)c1ccc(F)cc1)c1ccc(F)cc1,1,3,1.6,i,12,-2,27,6,12,-7
COc1cc(-c2ccc(N)c(OC)c2)ccc1N,-2,·,0.0,-0.3,-1,-9,·,9,0,14
CCOc1cccc2cc(-c3nnc(NCc4ccc5c(c4)OCO5)s3)c(=O)oc12,3,0,-0.1,-2.4,-40,4,35,-29,-4,-10
Cc1cccc(N2CCN(c3nc4nonc4nc3N3CCSCC3)CC2)n1,10,2,1.1,-0.2,14,15,10,-8,3,6
CC(=O)Nc1ccc(NC(=O)CSc2nc(=O)n(CCCN3CCOCC3)c3c2CCC3)cc1,·,·,0.8,i,8,8,·,-1,2,·
COc1cc(/C=N/NC(=O)Cn2ccc(C(F)(F)F)n2)cc(OC)c1OC,-6,1,·,-0.2,-4,-3,5,14,6,·
O=C(COC(=O)/C=C/c1ccc(Cl)c(Cl)c1)NC1CCS(=O)(=O)C1 (stereo unspecified),0,·,-0.5,i,-4,2,·,-2,-6,-3
CCC1CCCCN1Cc1c(O)ccc2c(=O)c(-c3ccccc3)coc12 (stereo unspecified),-12,3,-1.8,-0.8,10,-1,34,-69,-8,-7
COc1ccc(-n2c(/C=C3/C(=O)Nc4ccccc43)nc3ccccc3c2=O)cc1,8,1,0.2,-0.2,12,13,6,-1,-1,-5
Cc1cccc(N2CCN(c3nnc(C(F)(F)F)s3)CC2)c1,2,5,0.5,-0.7,2,3,14,0,-1,-11
CCn1ncc(C2=NOC(C(=O)Nc3c(C)nn(Cc4ccc(F)cc4)c3C)C2)c1C (stereo unspecified),8,-4,0.7,-0.2,7,-7,38,8,6,-21
CCNS(=O)(=O)c1ccc(S(=O)(=O)N(Cc2ccccn2)C2CCCCC2)cc1,5,-7,·,-0.6,3,20,6,26,3,-1
CCOc1ccc(C(C)NC(=O)Nc2ccccc2C(=O)OC)cc1 (stereo unspecified),-4,6,·,i,-5,7,-2,14,8,-2
C=CCn1c(C)cc(C(=O)COC(=O)c2n[nH]c(=O)c3ccccc23)c1C,-4,·,0.5,i,16,9,·,11,5,-4
Nc1cc(=O)[nH]c(=O)n1Cc1ccccc1,-14,-2,1.5&0.4,-11,5,9,9,-5,7,-2
CCN(Cc1cc2ccccc2[nH]c1=O)C(=O)C1CCCCC1,2,3,·,0.4,-1,-7,16,3,5,-13
SMILES,Rv3671c inh,3CLpro inhibitor,TcdB inh,Vc quorum ag,MazF activator,Y pestis TopoI,VHR inh abs,CCHF vOTU inh,PrPC TRFRET,SSB-PriA inh
OC1c2cc(Cl)cc(Cl)c2N=C2CCCN21 (stereo unspecified),·,·,0.2,-0.4,·,-9,·,-27,-4,·
Oc1ccc(Cl)cc1CNCc1cccc2ccccc12,7,·,0.0,i,3,3,·,-11,3,-39
Cn1cccc1/C=N/NC(=O)CNc1cccc2ccccc12,5,5,1.1,i,16,-20,13,-11,5,i
OCCNc1cc(-n2nc(-c3ccccc3)cc2-c2ccccc2)ncn1,-3,-3,·,3.8,5,22,14,-5,-7,-22
Cc1ccc(-c2nnc(Nc3ccc(CC(N)=O)cc3)c3ccccc23)cc1S(N)(=O)=O,4,1,1.6,-1.6,5,5,31,3,-18,6
COc1ccc(/C=C(\NC(=O)c2ccc(OC)cc2)C(=O)Nc2ccccc2C(=O)O)cc1,-3,4,0.1,-0.8,0,7,-15,7,2,-3
CC(C)OCCCNS(=O)(=O)c1ccc2c(c1)oc(=O)n2C,6,-5,0.4,-1.6,2,-13,17,-4,4,-3
CCOc1ccc(C2=NNC(c3cccs3)=Nc3ccc(OC)cc32)cc1,-1,-1,·,3.7,-11,2,4,-10,-9,27
COc1ccc(N/C(C)=C/C(=O)c2ccccc2)cc1,2,-2,0.1,-1.0,-10,15,1,-11,2,·
C=CCC1(N(C(C)=O)c2ccccc2)CCCCC1,2,2,0.0,-1.0,1,-1,33,13,5,-4
O=C(C1CCCN(S(=O)(=O)c2cccs2)C1)N1CCc2ccccc2C1 (stereo unspecified),5,5,·,1.6,-7,-1,0,7,7,-14
COCCNC(=O)c1ccccc1NC(=O)c1ccccc1N(C)S(=O)(=O)c1ccc(C)cc1,5,0,·,i,11,-3,-3,4,1,-8
Cc1ccc(N2C(=O)[C@@H]3[C@H](C2=O)C2c4ccccc4C=NN2[C@@H]3C(=O)c2ccc(Cl)cc2)cc1 (stereo partly specified),-2,-4,·,i,1,-8,-1,-1,-1,4
COP(=O)(OC)C(Nc1ccc(Cl)cc1)c1ccccc1 (stereo unspecified),0,5,1.1,0.7,9,3,7,-2,0,-1
Cc1ccc(-c2nn(C)c(=O)c3ccccc23)cc1S(=O)(=O)NCCN1CCOCC1,0,-12,·,i,9,11,1,1,-3,0
C/C(=N\NC(=O)c1nnn(-c2nonc2N)c1CN1CCCCC1)c1ccccc1O,2,-6,-3.2,-0.3,6,8,36,-1,12,·
Cc1ccc(C(C)C)c(OCC(=O)Nn2c(=O)[nH]c3ccccc3c2=O)c1,-13,0,·,-0.3,1,0,-10,-8,18,-2
CS(=O)(=O)N(CC(=O)N1CCN(Cc2ccccc2)CC1)c1ccccc1Br,-2,3,0.7,i,-7,17,15,12,1,-8
O=C(Cn1nc(C(F)(F)F)c2c1CCCC2)Nc1ccc2c(c1)OCO2,5,5,·,i,-2,-2,7,3,10,-15
CC1=C(C(=O)N2CCOCC2)C(c2ccc(-c3ccccc3)cc2)NC(=S)N1 (stereo unspecified),1,-2,0.4,-2.2,5,5,18,-2,16,8
CC(=O)c1ccc(NC(=O)C(C)Sc2nnc3ccccn23)cc1 (stereo unspecified),2,·,1.4,i,2,-9,·,-7,2,-13
Cc1cnc(CNC(=O)c2ccc3sc([C@H]4C[C@H](O)[C@@H](CO)O4)nc3c2)cn1,·,·,-2.4,-0.2,·,2,·,8,3,·
CC(C)=N/N=C1/NC(=O)C(c2ccc(Cl)cc2)S1 (stereo unspecified),·,·,-0.9,-1.3,-3,-4,·,-8,11,·
Cc1onc(-c2ccccc2Cl)c1C(=O)N(C)Cc1ccccc1,·,-1,0.7,-1.2,0,-4,-4,6,10,3
CCCCc1cc(=O)oc2cc(OC(C)C(=O)NCC3CCC(C(=O)O)CC3)c(Cl)cc12 (stereo unspecified),-5,0,0.0,-0.4,-13,9,-7,-1,5,12
CCc1ccccc1NC(=S)N(Cc1ccc(OC)cc1)CC1CCC(C(=O)O)CC1 (stereo unspecified),-5,2,-2.6,i,-34,-5,16,-17,-4,-7
Cc1ccc(Cl)cc1NCN1C(=O)c2ccccc2C1=O,·,·,0.4,-4.8,-1,-2,·,7,0,·
O=S(=O)(c1ccccc1)N1CCN(c2nc(-c3cccnc3)nc3ccccc23)CC1,·,·,0.0,-1.2,-17,17,·,-7,-6,-7
Cc1[nH]n(-c2nc(-c3ccccc3F)cc(=O)[nH]2)c(=O)c1CCO,6,0,-0.2,-0.4,7,6,39,-10,-3,3

# Structural class: the compounds so far with fluorine
SMILES,Rv3671c inh,3CLpro inhibitor,TcdB inh,Vc quorum ag,MazF activator,Y pestis TopoI,VHR inh abs,CCHF vOTU inh,PrPC TRFRET,SSB-PriA inh
Fc1ccccc1N1CCN(Cc2nc(-c3ccc(Cl)cc3Cl)no2)CC1,9,2,·,-2.0,-8,4,8,23,0,-5
CC1CN(C(=S)Nc2cccc(F)c2)CC(C)O1 (stereo unspecified),6,-4,0.3,-0.3,6,3,9,-6,9,4
O=C(Nc1ccccc1NC(=O)c1ccc(F)cc1)c1ccc(F)cc1,1,3,1.6,i,12,-2,27,6,12,-7
COc1cc(/C=N/NC(=O)Cn2ccc(C(F)(F)F)n2)cc(OC)c1OC,-6,1,·,-0.2,-4,-3,5,14,6,·
Cc1cccc(N2CCN(c3nnc(C(F)(F)F)s3)CC2)c1,2,5,0.5,-0.7,2,3,14,0,-1,-11
CCn1ncc(C2=NOC(C(=O)Nc3c(C)nn(Cc4ccc(F)cc4)c3C)C2)c1C (stereo unspecified),8,-4,0.7,-0.2,7,-7,38,8,6,-21
O=C(Cn1nc(C(F)(F)F)c2c1CCCC2)Nc1ccc2c(c1)OCO2,5,5,·,i,-2,-2,7,3,10,-15
Cc1[nH]n(-c2nc(-c3ccccc3F)cc(=O)[nH]2)c(=O)c1CCO,6,0,-0.2,-0.4,7,6,39,-10,-3,3

# 2 of the compounds above, as labelled records:
CCc1ccccc1NC(=S)N(Cc1ccc(OC)cc1)CC1CCC(C(=O)O)CC1 (stereo unspecified)
- Rv3671c inh: -5
- 3CLpro inhibitor: 2
- TcdB inh: -2.6
- Vc quorum ag: i
- MazF activator: -34
- Y pestis TopoI: -5
- VHR inh abs: 16
- CCHF vOTU inh: -17
- PrPC TRFRET: -4
- SSB-PriA inh: -7

Cc1ccc(N2C(=O)[C@@H]3[C@H](C2=O)C2c4ccccc4C=NN2[C@@H]3C(=O)c2ccc(Cl)cc2)cc1 (stereo partly specified)
- Rv3671c inh: -2
- 3CLpro inhibitor: -4
- TcdB inh: ·
- Vc quorum ag: i
- MazF activator: 1
- Y pestis TopoI: -8
- VHR inh abs: -1
- CCHF vOTU inh: -1
- PrPC TRFRET: -1
- SSB-PriA inh: 4
